Bioassay records as filed in PubChem.
GLP1R ag: activates the human GLP-1 receptor; P43220; HEK293 GLP-1R CRE-luciferase, luminescence, 4-6 h; cells express a hypersensitive GLP-1R form; Potency, µM (series often up to 45.6 µM), for the others: at the highest dose activation, actives largely listed as activators; actives 0.007% (n = 380,000); AID 624172; also: potency is read from the fitted curve at half-maximal effect; % of control where 0% means no effect
Target sequence (P43220 whole entry, looked up): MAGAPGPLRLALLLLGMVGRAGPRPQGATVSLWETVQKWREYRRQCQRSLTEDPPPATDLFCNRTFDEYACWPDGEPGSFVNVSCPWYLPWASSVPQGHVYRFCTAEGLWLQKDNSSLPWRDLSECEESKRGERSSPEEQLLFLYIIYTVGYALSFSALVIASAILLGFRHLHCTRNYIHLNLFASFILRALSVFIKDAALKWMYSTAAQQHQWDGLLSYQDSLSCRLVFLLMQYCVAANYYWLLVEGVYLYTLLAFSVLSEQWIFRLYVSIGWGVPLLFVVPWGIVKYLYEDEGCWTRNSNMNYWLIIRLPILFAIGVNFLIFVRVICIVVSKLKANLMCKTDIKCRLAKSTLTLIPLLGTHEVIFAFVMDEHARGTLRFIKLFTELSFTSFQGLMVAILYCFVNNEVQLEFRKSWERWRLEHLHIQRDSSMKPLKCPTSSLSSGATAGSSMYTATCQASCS
PI5P4K alpha inh: inhibitors of human PI5P4K alpha; P48426; PI5P4Kalpha enzyme, ADP-Glo luminescence, 60 min; active compounds read low; max response, %; actives 1.2% (n = 330,000); AID 652105; active = max response of -50% or lower; inconclusive = between -30% and -50%; inactive = -30% or higher; also: value at the top dose of about 77 µM; % is scaled to controls: 0 for no effect and ±100 for the full control effect
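qHTS, 1536-well: enzyme/substrate mix, compound by pin tool, 5 microM ATP final; RT 60 min; ADP-Glo reagents 1 (45 min) then 2 (30 min); luminescence.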
EPAC1 antagonist: blocks human EPAC1 exchange factor; EPAC1 GEF assay, Rap1b-BODIPY-GDP exchange fluorescence; Potency, µM (series often up to 115 µM), without a hit: top-dose activity change, negative = inhibition, usual class: inhibitors; actives 0.14% (n = 360,000); AID 720709;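 also: potency is read from the fitted curve at half-maximal effect; plate controls were vehicle for no effect and positive control for full effect; nearly all actives have a fitted effect of over 50% in size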
PLK1 PBD inh: blocks phosphopeptide binding to human PLK1 polo-box domain | Potency, µM, for the others: max response, negative = inhibition, usual class: inhibitors | P53350 | AID 720504 | actives 2.8% (n = 360,000) | Plk1 PBD binding of FITC phosphopeptide, fluorescence polarization; also: potency is read from the fitted curve at half-maximal effect; series mostly up to about 57 µM; % is scaled to controls: 0 for no effect and ±100 for the full control effect; nearly all actives have a fitted effect of over 65% in size
Target sequence (P53350 whole entry, looked up, the tested form may be a part): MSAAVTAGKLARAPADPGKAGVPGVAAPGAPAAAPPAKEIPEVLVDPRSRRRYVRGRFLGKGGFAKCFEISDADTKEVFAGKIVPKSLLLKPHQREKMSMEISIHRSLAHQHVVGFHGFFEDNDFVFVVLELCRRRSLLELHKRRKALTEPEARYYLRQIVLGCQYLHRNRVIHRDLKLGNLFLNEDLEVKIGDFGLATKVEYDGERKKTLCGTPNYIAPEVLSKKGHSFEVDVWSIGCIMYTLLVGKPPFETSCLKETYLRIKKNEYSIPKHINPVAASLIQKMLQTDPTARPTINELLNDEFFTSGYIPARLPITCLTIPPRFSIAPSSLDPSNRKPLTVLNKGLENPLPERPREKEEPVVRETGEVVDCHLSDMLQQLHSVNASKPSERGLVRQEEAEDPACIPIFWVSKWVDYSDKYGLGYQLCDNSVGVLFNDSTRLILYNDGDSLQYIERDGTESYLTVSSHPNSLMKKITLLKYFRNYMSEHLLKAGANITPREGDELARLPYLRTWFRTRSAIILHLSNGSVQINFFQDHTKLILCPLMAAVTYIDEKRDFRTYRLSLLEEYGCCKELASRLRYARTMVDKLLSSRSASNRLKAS
IL-2 act: IL-2 activation; IL-2 activation reporter assay, cell-based qHTS; stimulated with anti-CD3/CD4/CD28 beads; in transgenic mouse T cells; activation, % (series mostly up to about 46 µM); actives 0.065% (n = 360,000); in the data active = activation above about 50%; inconclusive = mostly about 30% to 49%; also: 0% is about no effect
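Unstimulated transgenic mouse T cells preincubated 60 min with compound, then stimulated with anti-CD3/anti-CD4-coated beads plus anti-CD28 for 18 h at 37 degrees C. IL-2 response read as EGFP and DsRed fluorescence by plate cytometry.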
EPAC1 ag: agonists of human EPAC1; O95398; AID 720707; Potency, µM (doses to about 154 µM), for the others: at the highest dose activation, hits mostly activators; EPAC1 agonist qHTS, biochemical assay; response scale: 100% = response to 6.5 mM cAMP; actives 0.073% (n = 360,000); also: potency is read from the fitted curve at half-maximal effect; nearly all actives have a fitted effect of over 60% in size
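Nucleotide exchange assay: 100 nM EPAC1 with 250 nM Rap1B loaded with BODIPY-GDP and 50 uM GDP, room temperature. Fluorescence (480/540 nm) read every 5 min for 30 min; signal change normalized to 6.5 mM cAMP as full agonist.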
GLP1R cytotox: cytotoxicity counter-screen for GLP-1 receptor inverse agonists; HEK293 cAMP-luciferase reporter cells, luminescence, 24 h; Potency, µM (highest dose often 38.3 µM), for the others: at the top dose activity change, negative = inhibition, most hits filed as inhibitors; actives 0.13% (n = 410,000); AID 624418;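 also: loss of luciferase light is scored as toxicity; potency is read from the fitted curve at half-maximal effect; % is scaled to controls: 0 for no effect and ±100 for the full control effect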
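Step one: seed cells (200 cells/uL, DMEM with 10% Nu serum, 1% pen-strep). Step two: 12-hour incubation at 37 deg C. Step three: pin 23 nL compound, incubate 24 hr. Step four: add luciferase reagent, read luminescence 12 min later.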
PTHR1 ag: activates the human parathyroid hormone receptor PTHR1. HEK293 GP2 PTHR1 cells, GloSensor cAMP luminescence, 1 h. Potency, µM (titrated, usually from 115 µM), without a hit: at the top dose activation, hits mostly activators. actives 0.075% (n = 410,000); also: potency is read from the fitted curve at half-maximal effect; nearly all actives have a fitted effect of over 55% in size; some results filed as inactive show a strong effect at the top dose; inactives centre near -15; many of its hits are not listed in these tables
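HEK-293-derived GP2 cells expressing PTHR1 and a GloSensor cAMP reporter, 3,000/well, plated overnight, given luciferin plus IBMX (each 0.5 mM as added) for 1 h at 37 °C, then compound for 1 h at 37 °C. Luminescence was read after 15 min at room temperature.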
GLP1R inv ag: acts as inverse agonist at human GLP-1 receptor; P43220; HEK293 GLP-1R CRE-luciferase, luminescence, 24 h; GLP-1R form is constitutively active; Potency, µM (doses to about 38.3 µM), for inactives: at the highest dose activity change, negative = inhibition, actives largely listed as inhibitors; actives 1.6% (n = 410,000); AID 624417; also: potency is read from the fitted curve at half-maximal effect; % is scaled to controls: 0 for no effect and ±100 for the full control effect; nearly all actives have a fitted effect of over 55% in size
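qHTS in 1536-well format: reporter HEK293 cells expressing constitutive GLP-1R activity in DMEM + 10% Nu serum, 24 hr with compounds at 37 deg C, luminescence read after 12 min with detection reagent.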
An asterisk follows results filed as active; i = inactive; u = inconclusive; x = not tested or not shown; [ ] = dose if it differs, or a comment. Unless noted, calls follow the shape of the dose curve; as a rule, active = well fitted curve in the direction sought with a large enough effect; inconclusive = small, poorly fitted or top-dose-only effect, or another doubt; inactive = no such curve, though single readings can be large; an effect the other way counts as inactive or inconclusive. Only part of the results is shown (hit frequency here may not be typical).

SMILES	GLP1R ag	PI5P4K alpha inh	EPAC1 antagonist	PLK1 PBD inh	IL-2 act	EPAC1 ag	GLP1R cytotox	PTHR1 ag	GLP1R inv ag
CCOC(=O)C1CCCN(C/C(O)=C(\C#N)c2nc(-c3ccc(Cl)cc3)cs2)C1 (configuration not stated)	-9%	x	-6%	-16%	-0.5	6%	0%	-13%	-25%
Cc1ccc(C)c(S(=O)(=O)Nc2ccc(C(=O)N3CCCCC3)cc2)c1	2%	2	4%	-6%	0.3	-14%	-4%	i	-20%
COc1ccc(CC(N)c2csc(Nc3ccc(S(C)(=O)=O)cc3)n2)cc1 (configuration not stated)	2%	8	-7%	-6%	0.0	5%	-17%	-17%	u
CCc1ccc([C@H]2[C@@H]3C(=O)C[C@@H]4C(=O)N(C)C(=O)[C@@H]4[C@@H]3CN2S(=O)(=O)c2ccc(C)cc2)cc1	-6%	1	-8%	-7%	-0.4	-3%	-1%	-26%	10%
Cc1ccc(CNS(=O)(=O)c2ccc(-n3cnnn3)c(C)c2)cc1	15%	4	u	-17%	-0.2	1%	1%	-72%[inhibitor]	13%
Cc1cc(NC(=O)c2cc(-c3ccc(Br)cc3)on2)no1	8%	-4	12%	-20%	0.0	5%	-2%	i	4%
O=C1/C(=C/c2ccco2)SC(=S)N1CCC(=O)N1CCCCC1CCO (configuration not stated)	-5%	u	-26%	u	7.7	-13%	u	-25%	u
Cc1csc(NC(=O)CCc2c(C)nc3cc(-c4ccc(Cl)cc4)nn3c2C)n1	20%	4	-5%	-5%	3.8	-2%	-3%	-30%	1%
COc1ccc(NC(=O)c2cc(F)cc(F)c2)cc1Cl	7%	-2	5%	-1%	-0.1	0%	-4%	-7%[57.5 µM]	14%
S=c1[nH]c2cnc(Cl)nc2[nH]1	1%	u	10%	24µM*	-0.3	6%	-3%	i	6%
Cn1c(CNc2nc(-c3ccccc3)cs2)nnc1SCC(=O)N1CCc2ccccc21	-12%	-1	4%	-2%	0.4	-1%	-4%	-17%	u
Cn1ccc2c(-c3cccnc3)cc3c(c21)C1CCC3C1 (configuration not stated)	-2%	-1	-6%	-3%	-0.2	6%	1%	-15%	-15%
CC(C)N(c1ccccc1)c1ccc(NC(=O)CCl)cc1	-7%	0	-12%	-8%	-0.4	-9%	u	-37%[inhibitor]	u
COc1cccc(CNC(=O)COC(=O)c2nn(C)c(=O)c3ccccc23)c1	9%	-9	-12%	1%	0.0	-7%	-5%	i	4%
Nc1ccc(N=Nc2ccccc2Cl)c(N)n1	31%	2	-2%	-13%	0.8	8%	-30%	-36%[inhibitor]	9%
Cc1cc(C(=O)CSc2ccccc2)cc(C)c1O	25%	8	-10%	-19%	-0.4	7%	-11%	-18%	-16%
COc1ccccc1/C=C/C=N/NC(=O)c1ccncc1	5%	1	15%	-9%	0.5	5%	-7%	i	28%
Cc1ccc(/C=C2\C(=O)NC(=O)N2C)o1	6%	-14	2%	-8%	-1.6	11%	-11%	-22%	14%
O=C(Nc1ccc(Cl)cn1)c1ccc(-c2cc(Cl)ccc2Cl)o1	1%	2	21%	-8%	-0.2	-7%	12%	-19%	9%
Cc1cc(NCCCN2CCOCC2)n2nc(C)c(-c3ccccc3)c2n1	26%	-9	9%	-6%	-2.6	-12%	0%	-13%	4.5µM*
COc1ccc(OC)c(NC(=O)c2sc3ncnc(N4CCN(c5ccccn5)CC4)c3c2C)c1	5%	1	-11%	u	0.4	-10%	-6%	i	9%
CC(C)CC(=O)N1CCN(Cc2ccccc2[N+](=O)[O-])CC1	1%	-1	-16%	-15%	0.4	7%	-2%[7.66 µM]	i	2%[7.66 µM]
CCOc1ccc(C(=O)Nc2ccc3c(c2)OCCO3)cc1	5%	-3	-6%	5%	0.1	2%	-7%	-27%	u
CCOc1ccc(CN2CCN(Cc3cc4ccccc4[nH]3)CC2CCO)cc1 (configuration not stated)	9%	-2	-6%	1%	-0.6	3%	-9%	-7%	u
CCOC(=O)c1cccc(NC(=S)NC(=O)c2cccnc2)c1	10%	9	-4%	0%	-0.7	7%	u	-5%	5%
O=C(CN1C(=O)NC2(CCc3ccccc32)C1=O)Nc1cccc(F)c1 (configuration not stated)	14%	2	-28%	-17%	-0.3	9%	-12%	i	u
O=C(NC1CCN(C(=S)NCc2ccco2)CC1)c1ccc(F)cc1	6%	x	0%	24µM*	-0.6	7%	u	i	13%
CC(=O)NC(CCS(C)(=O)=O)C(=O)Nc1ccc(C)c(F)c1 (configuration not stated)	-1%	2	-17%	-6%	-0.6	5%	53%[activator]	19%	12%
Cc1nn(-c2ccccn2)c2c1C(=O)C(Br)CC2 (configuration not stated)	16%	u	-17%	3µM*	-0.4	-3%	20%	-16%	-22%
CCCS(=O)(=O)N1CCN(CCCc2ccccc2)CC1	-3%	x	4%	0%	-2.1	-4%	-10%	i	0%
COc1ccccc1C(=O)Nc1ccc(Br)c2cccnc12	-5%	18	-9%	-6%	0.6	7%	2%	i	1%
C=CCn1c(CCCOc2ccc(Cl)cc2Cl)nnc1SCC(=O)Nc1nccs1	2%	6	-9%	-7%	-0.7	-12%	0%	i	8%
Cc1ccccc1-c1n[nH]c(=S)o1	18%	-18	-4%	-10%	-0.2	8%	-7%	i	-8%
CC1CC(O)C(C)CN1 (configuration not stated)	9%	0	-10%	-8%	-0.4	0%	-2%	-20%	16%
Cc1nnc(NC2(C(F)(F)F)C(=O)Nc3c2c(=O)n(C)c(=O)n3C)s1 (configuration not stated)	-27%	-9	-4%	-12%	0.1	16%	15%	-11%	8%
Cc1ccc(/C=C2/C(=O)ON=C2c2ccccc2)o1	-7%	u	u	0.67µM*	-0.8	-10%	1%	-2%	-1%
CCn1c(SCc2nc3sc(C(=O)O)c(C)c3c(=O)[nH]2)nnc1-c1ccc(Cl)cc1	-4%	-56*	-3%	-3%	1.3	4%	7%[7.66 µM]	i	18%[7.66 µM]
Cn1c(=O)oc2cc(S(=O)(=O)NCCC(=O)N3CCN(c4ccccc4)CC3)ccc21	-1%	-9	19%	-4%	0.2	7%	-15%	i	-10%
Cc1cccc(NC(=O)N2CCN(C)c3ncccc32)c1C	-1%	x	x	x	x	x	0%	-14%	6%
CC(NC(=O)C1CCCCC1)c1ccc2c(c1)OCCO2 (configuration not stated)	-11%	0	1%	-7%	-2.3	-2%	-2%	-9%[57.5 µM]	-23%

The closing 2 compounds of the section before lead into the next.
SMILES	GLP1R ag	PI5P4K alpha inh	EPAC1 antagonist	PLK1 PBD inh	IL-2 act	EPAC1 ag	GLP1R cytotox	PTHR1 ag	GLP1R inv ag
Cc1cccc(NC(=O)N2CCN(C)c3ncccc32)c1C	-1%	x	x	x	x	x	0%	-14%	6%
CC(NC(=O)C1CCCCC1)c1ccc2c(c1)OCCO2 (configuration not stated)	-11%	0	1%	-7%	-2.3	-2%	-2%	-9%[57.5 µM]	-23%
NNC(=O)CS(=O)(=O)CS(=O)(=O)CC(=O)NN	0%	-7	9%	-3%	5.4	10%	-2%	i	3%
O=S(=O)(NCCSc1ccccn1)c1ccc(Br)cc1	0%	2	u	-17%	1.8	3%	-1%	i	-4%
O=C(Nc1ccc2c(c1)C(=O)OC2)c1ccc(Cl)cc1	7%	0	6%	8%	0.7	7%	-11%	i	29%
CCN1C(=O)[C@H]2[C@@H](c3ccc(-c4ccc(OC)cc4)cc3)N[C@@](Cc3ccccc3)(C(=O)OC)[C@H]2C1=O	-3%	0	-11%	-6%	3.4	-7%	-9%	-13%	-7%
CCCC(=O)N(CCN(C(=O)CCC)c1ccccc1)c1ccccc1	4%	x	-3%	1%	0.4	-5%	-30%	-13%[57.5 µM]	0%
Cc1cc(S(=O)(=O)N2CCOCC2)ccc1NC(=O)c1ccc(F)cc1	0%	-5	-2%	-21%	0.0	3%	-2%	-15%	-4%
Cc1ccc(NC(=O)c2nc[nH]c2C(=O)NCC(=O)OC(C)(C)C)cc1	0%	-1	2%	-15%	1.6	-31%[inhibitor]	0%	-8%	8%
Clc1ccc(CN2CCN(/N=C/c3cccnc3)CC2)cc1	5%	-6	-4%	-8%	-0.4	2%	-5%	-39%[inhibitor]	-11%
CC(C)OC(=O)Cn1cnc2ccc(Br)cc2c1=O	24%	-3	0%	-24%	-1.9	5%	8%	i	0%
COc1ccccc1OCc1cc(C(=O)N2CCN(C)C(c3ccccc3)C2)no1 (configuration not stated)	10%	-3	-16%	-10%	0.4	13%	3%	i	u
COc1ccc(C(=O)/C=C/Nc2c(C)n(C)n(-c3ccccc3)c2=O)c(OC)c1	-1%	-3	8%	-3%	0.1	0%	-11%	-13%	14%
Cn1c(Cl)c(/C=N/OC(=O)c2ccccc2Cl)c2ccccc21	2%	3	-11%	-10%	0.0	3%	12%	i	u
COc1nnc(-c2ccc(N3CCOCC3)c(NC(=O)c3ccccc3)c2)c2ccccc12	1%	5	13%	-1%	-2.2	0%	-1%	-4%[57.5 µM]	0%
COc1cc(/C=C(\C#N)C(=O)Nc2ccc(C)cc2)ccc1OCc1cc(=O)n2nc(C)sc2n1	0%	x	x	x	x	x	0%	-7%	2%
COC(=O)[C@@]1(Cc2ccc(F)cc2)[C@H]2c3cc(C(=O)N4CCCC4)n(C[C@H](O)CO)c3C[C@H]2CN1C(=O)c1ccccc1	1%	3	-6%	-7%	-0.9	12%	0%	i	10%
CCCNC(=O)C(Cc1ccccc1F)NC(=O)c1ccccn1 (configuration not stated)	0%	7	-7%	-15%	-2.4	2%	16%	-25%	11%
Cc1ccccc1N(C(=O)CS(=O)CC(=O)Nc1ccc(F)cc1)C(C)C(=O)NC(C)(C)C (configuration not stated)	8%	3	-16%	-7%	1.5	3%	-1%	i	-26%
FCCCOc1ccc(-c2nccc(-c3ccc(F)cc3)n2)cc1	15%	21	-7%	-11%	0.2	15%	-2%	0%	u
